PRMT1 FP inh: PRMT1 methyltransferase inhibitors, primary screen, biochemical, fluorescence polarization; inhibition, % at 2.79 µM; Protein arginine N-methyltransferase 1 (Homo sapiens), Q99873; 370,000 tested, 1.3% active; recombinant PRMT1, activity-based probe fluorescence polarization;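 active = inhibition above about 21% made by adding two undisclosed values, limit read from the data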
Target sequence (Q99873 whole entry, looked up): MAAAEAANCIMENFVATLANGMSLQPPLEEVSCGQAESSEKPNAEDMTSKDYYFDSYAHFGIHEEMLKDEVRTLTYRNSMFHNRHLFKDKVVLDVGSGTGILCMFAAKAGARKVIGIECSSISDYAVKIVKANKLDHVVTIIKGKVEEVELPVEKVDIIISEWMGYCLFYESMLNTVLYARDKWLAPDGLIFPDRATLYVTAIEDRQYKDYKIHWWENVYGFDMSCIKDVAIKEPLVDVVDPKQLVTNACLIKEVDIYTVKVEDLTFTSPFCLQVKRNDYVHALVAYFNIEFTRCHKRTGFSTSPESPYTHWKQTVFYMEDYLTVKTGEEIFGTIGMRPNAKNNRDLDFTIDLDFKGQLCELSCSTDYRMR
UHRF1 MBD2 ctr: UHRF1 methylated DNA binding inhibitors, primary screen, counter-screen for MBD2 inhibitor project, biochemical, TR-FRET, human UHRF1, single concentration; E3 ubiquitin-protein ligase UHRF1 (Homo sapiens), Q96T88; UHRF1 binding to methylated oligo; inhibition, % at 4.4 µM; 370,000 tested, 0.75% active; in the data active = inhibition above about 21%;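 note: UHRF1 SRA domain binding a hemimethylated CpG hairpin DNA probe; 0% = median of test compound wells and 100% = reference inhibitor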
NR1D1 modulator: modulators of Rev-erb alpha DNA binding, primary screen, biochemical, FITC-DNA, fluorescence polarization, uHTS | Rev-erbα–FITC-DNA binding, 90 min | 370,000 tested, 0.79% active | activity, % at 10 µM | AID 1259318, 2017 | Nuclear receptor subfamily 1 group D member 1 (Homo sapiens), P20393;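 active = activity above about 14%, limit read from the data; passing the limit was not always enough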;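 note: 0% = DMSO wells with 35 nM protein and 100% = DMSO wells with 750 nM protein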
Target sequence (P20393 whole entry, looked up): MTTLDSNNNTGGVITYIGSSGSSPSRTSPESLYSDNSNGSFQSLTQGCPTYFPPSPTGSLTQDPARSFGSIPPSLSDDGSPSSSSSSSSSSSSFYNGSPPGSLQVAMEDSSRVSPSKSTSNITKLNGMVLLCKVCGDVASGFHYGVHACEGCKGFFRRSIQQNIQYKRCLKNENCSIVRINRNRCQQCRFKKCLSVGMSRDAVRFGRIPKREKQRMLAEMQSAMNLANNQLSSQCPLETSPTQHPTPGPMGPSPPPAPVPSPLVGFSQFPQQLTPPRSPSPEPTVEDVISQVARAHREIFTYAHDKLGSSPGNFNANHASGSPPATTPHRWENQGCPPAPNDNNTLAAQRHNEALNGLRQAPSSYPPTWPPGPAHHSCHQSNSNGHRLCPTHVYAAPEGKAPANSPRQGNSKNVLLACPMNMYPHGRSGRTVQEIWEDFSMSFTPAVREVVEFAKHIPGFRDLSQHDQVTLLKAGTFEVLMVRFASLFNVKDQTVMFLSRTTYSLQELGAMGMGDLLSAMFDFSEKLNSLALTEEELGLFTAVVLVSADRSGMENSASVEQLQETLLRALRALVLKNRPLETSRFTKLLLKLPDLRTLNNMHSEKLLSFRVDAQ
MBD2 inh: inhibitors of MBD2 binding to methylated DNA, primary screen, biochemical, TR-FRET, DNA-binding domain, human; Methyl-CpG-binding domain protein 2 (Homo sapiens), Q9UBB5; inhibition, % at 4.4 µM; 370,000 tested, 0.31% active; MBD2 binding to methylated oligonucleotide; in the data active = inhibition above about 13%
ABHD4 inh: ABHD4 inhibitors, primary screen, biochemical, fluorescence polarization, mouse | (Lyso)-N-acylphosphatidylethanolamine lipase (Mus musculus), Q8VD66 | purified mABHD4, FP-Rh probe fluorescence polarization | inhibition, % at 8.92 µM | 370,000 tested, 0.54% active | AID 720543, 2013;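 active = inhibition exceeding the mean over every tested compound plus 3 SD, cut at about 30% in these data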;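 note: 0% = plate median of compound wells and 100% = S159A mutant with DMSO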
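system = mouse ABHD4 enzyme, wild type | medium = HEPES pH 7.0, NaCl, Pluronic buffer | also added = FP-Rh probe | incubation = Enzyme–compound pre-incubation 45 min, then probe 60 min, both 25 °C | technique = fluorescence polarization, excitation 525 nm, emission 598 nm, BODIPY TMR filters | controls = S159A mutant high control, sample median low control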
HTRA1 inh: HTRA1 serine protease inhibitors, primary screen, biochemical, fluorescence polarization, HTS; inhibition, % at 5.96 µM; Q92743; 340,000 tested, 0.5% active; recombinant HTRA1, FP-rhodamine activity-based probe; in the data active = inhibition above about 36%;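 note: 0% = enzyme with DMSO and 100% = wells lacking enzyme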
TCR CD3 inh: inhibitors of human TCR-CD3 interaction, primary screen, biochemical, fluorescence, TAMRA-labeled TCR probe | T-cell receptor (TCR) | inhibition, % at 9.4 µM | 360,000 tested, 0.37% active; in the data active = inhibition above about 19%;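 note: recombinant mutant TCR 2C K166C tagged with TAMRA read by polarization; 0% = receptor in buffer alone and 100% = receptor with positive control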
LEDGF integ inh: blockers of LEDGF/p75-dependent integrase strand transfer – biochemical, TR-FRET, high throughput, primary screen; HIV-1 integrase (with human LEDGF/p75); TR-FRET IN-LEDGF/p75 DNA integration, Eu/Cy5; inhibition, % at 3.7 µM; 370,000 tested, 0.64% active; AID 743269, 2014;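 active = inhibition above the screen-wide mean plus 3 SD, cut at about 13% in these data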;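 note: signal is the Cy5 over europium emission ratio at 671 and 618 nm; 0% = plate median of compound wells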
PG9 Ab binder: binders of HIV-1 gp120 antibody PG9, primary screen, biochemical, TR-FRET. HIV-1 gp120 / PG9 antibody interaction. TR-FRET gp120-PG9 antibody binding. inhibition, % at 6.7 µM. 360,000 tested, 0.43% active; in the data active = inhibition above about 8.5%
rCAG binder: binders of r(CAG) RNA repeats, primary screen, biochemical, fluorescence | r(CAG) RNA repeat, TO-PRO-1 dye displacement fluorescence | inhibition, % at 3 µM | 370,000 tested, 1.3% active;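 active = inhibition above the plate cutoff, the mean of all test compounds on that plate plus 3 SD, cut at about 35% in these data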;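 note: 0% = DMSO alone and 100% = 100 µM mitoxantrone as full dye displacement; higher means more dye released from RNA so lower well fluorescence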
* hit, by the source's call; / = not tested or not shown. Only part of the results is shown, so the mix of outcomes need not match the whole.

Below each compound: PRMT1 FP inh	UHRF1 MBD2 ctr	NR1D1 modulator	MBD2 inh	ABHD4 inh	HTRA1 inh	TCR CD3 inh	LEDGF integ inh	PG9 Ab binder	rCAG binder
Cc1sc2ncnc(N3CCC(C(=O)Nc4ccc(Cl)c(Cl)c4)CC3)c2c1C
→ 3	0	-5	-1	-4	-80	-2	-10	2.4	5
COc1cc(CN2CC(=O)N(c3cc(Cl)ccc3C)C2=S)cc(OC)c1OC
→ -1	-1	1	-7	-2	-19	1	7	-3.3	-1
CC(=O)Nc1ccc(NS(=O)(=O)c2ccc(-c3csc(C)n3)s2)cc1
→ -1	1	3	1	-4	/	-14	3	-2.5	3
O=C(O)C(SC(C(=O)O)c1ccccc1)c1ccccc1 (stereo not given)
→ 5	-1	7	2	2	5	0	-1	3.0	1
c1ccc(Cn2cc(CSc3ccccc3)nn2)cc1
→ 0	1	-3	2	2	-6	3	1	0.9	0
Cc1cccc(-c2nsc(SCC(=O)NCC3CCCO3)n2)c1 (stereo not given)
→ 0	0	0	1	-2	-3	2	2	-1.2	-6
Cc1cccc(OCC(=O)Nc2cc(C)ccc2O)c1
→ 0	3	-4	8	-20	-11	-6	1	0.6	8
Cc1ccc(S(=O)(=O)N2CCN(C(=O)c3ccc(N4CCCC4)c([N+](=O)[O-])c3)CC2)cc1
→ -3	-3	6	-7	3	4	-3	6	-2.6	2
CCC(Sc1nc2ccncc2[nH]1)C(=O)Nc1ccc(C)c(Cl)c1 (stereo not given)
→ -1	-2	-1	4	-18	-18	12	1	-0.9	6
COc1cccc(CN2C(=NC(=O)C3CC3)SC3CS(=O)(=O)CC32)c1 (stereo not given)
→ -1	2	-8	5	2	3	2	-3	-0.5	-4
CC(C)C1CC(CCNCc2ccc(N(C)C)cc2)(c2ccccc2)CCO1 (stereo not given)
→ -1	1	5	-3	6	0	1	0	-3.5	5
CCOc1ccc(CN(C)Cc2cc(=O)oc3cc(C)c(Cl)cc23)cc1
→ 0	0	10	2	-1	-10	2	-6	-1.3	2
Cc1csc(NC(=O)CN2C(=O)COc3ccc(Cl)cc32)n1
→ -2	-1	-1	1	-2	0	-2	3	-1.4	2
Cc1ccccc1NC(=O)CSc1nnc(C2CC2)n1CC1CCCO1 (stereo not given)
→ -3	-3	0	-2	3	-1	-1	2	-0.9	1
Cn1ccc2c(N(c3ccccc3)C3CCCCC3)cc3c(c21)C1CCC3O1 (stereo not given)
→ 1	-1	3	0	5	/	2	0	-0.4	4
Cc1cc(C)c2c(=O)cc(C(=O)NCc3ccccc3)oc2c1
→ -5	-1	-6	2	0	-1	-1	4	0.3	-4
CC(C)(CNC(=O)c1ccc(-c2cccc(C(F)(F)F)c2)o1)N1CCOCC1
→ 2	1	-3	4	-4	1	-4	-7	-1.1	-8
COc1ccc(NC(=O)N(C)C[C@H]2Oc3ccc(NS(=O)(=O)c4cccs4)cc3C(=O)N([C@@H](C)CO)C[C@@H]2C)cc1
→ 2	-1	2	-4	0	0	-2	1	-0.4	8
Cc1cc(C)nc(N/C(=N\S(=O)(=O)Cc2ccccc2)Nc2ccc(F)c(Cl)c2)n1
→ -1	0	8	1	-1	-2	3	-4	-1.1	0
COC(=O)c1ccc(-c2nc3ccccc3[nH]2)cc1
→ 1	-2	1	-3	0	-5	7	2	-2.1	0
CCCOc1ccc(CC2CCC(=O)NC2=O)cc1 (stereo not given)
→ 0	7	-3	2	-1	-3	-7	-2	-1.7	-4
O=C(NC1CC1)c1scc2c1OCCO2
→ 2	1	-2	-4	-4	-1	8	-1	-0.8	2
COc1cc(CNCC2CCCO2)ccc1OCC(N)=O (stereo not given)
→ -3	1	-1	3	-6	3	6	2	-1.5	-1
NC(=O)c1nsc(C(=O)N(c2ccccc2)C(C(=O)NCc2ccc(F)cc2)c2ccc(O)cc2)c1N (stereo not given)
→ -1	3	20*	8	-14	-42	2	1	9.9*	12
Cc1ccc(NC(=O)c2nc[nH]c2C(=O)NC2CCN(C(=O)OC(C)(C)C)CC2)cc1
→ 1	-4	8	0	-2	0	2	-2	0.0	1
Cc1ccnc(NC2(C(F)(F)F)N=C(c3ccccc3)NC2=O)c1 (stereo not given)
→ 1	1	2	2	-2	6	-3	-2	-0.1	-4
CC(C)(C)NC(=O)CN(C(=O)CNS(=O)(=O)c1ccc(Cl)cc1)c1ccc2c(c1)OCCO2
→ -4	-2	6	-1	-1	-6	8	-3	-2.3	2
COc1ccc(S(=O)(=O)N2CCOCC2)cc1NC(=O)COC(=O)C1CCC1
→ 0	3	2	0	-2	9	-6	-5	-0.9	1
CC(c1ccccc1)N1CC(C(=O)Nc2nccs2)CC1=O (stereo not given)
→ 1	-1	3	2	6	-1	-4	-1	0.1	-2
CCCOc1ccc(-c2c(C(=O)N/N=C/c3ccccc3OCC)nnn2-c2nonc2N)cc1
→ 0	0	-2	1	-2	1	5	3	-1.9	2

Compound profiles, from the list above:
Cc1cc(C)nc(N/C(=N\S(=O)(=O)Cc2ccccc2)Nc2ccc(F)c(Cl)c2)n1 is listed as PRMT1 FP inh: -1; UHRF1 MBD2 ctr: 0; NR1D1 modulator: 8; MBD2 inh: 1; ABHD4 inh: -1; HTRA1 inh: -2; TCR CD3 inh: 3; LEDGF integ inh: -4; PG9 Ab binder: -1.1; rCAG binder: 0
Cc1cccc(OCC(=O)Nc2cc(C)ccc2O)c1 is listed as PRMT1 FP inh: 0; UHRF1 MBD2 ctr: 3; NR1D1 modulator: -4; MBD2 inh: 8; ABHD4 inh: -20; HTRA1 inh: -11; TCR CD3 inh: -6; LEDGF integ inh: 1; PG9 Ab binder: 0.6; rCAG binder: 8

Further entries follow.
Below each compound: PRMT1 FP inh	UHRF1 MBD2 ctr	NR1D1 modulator	MBD2 inh	ABHD4 inh	HTRA1 inh	TCR CD3 inh	LEDGF integ inh	PG9 Ab binder	rCAG binder
c1ccc(Oc2cccc(OCCCCSc3ncccn3)c2)cc1
→ -2	0	-4	5	-12	-9	5	1	-0.2	-4
CCCc1cc(CNC(=O)C2CCC(=O)N(Cc3ccccc3F)C2)on1 (stereo not given)
→ 0	0	-1	2	1	3	0	-3	1.0	-4
COc1ccc(/C=N/N=C2\SC(CC(=O)O)C(=O)N2c2ccccc2)cc1 (stereo not given)
→ 1	2	-1	-2	5	2	6	2	0.8	8
COCCNCCCOc1ccc(Cl)cc1Br
→ -1	-1	8	-2	14	-6	3	-1	1.4	2
Cc1cccc(-n2nc([N+](=O)[O-])c(=NCc3cccnc3)n2O)c1
→ 2	-2	-2	-3	3	-2	0	-2	-1.6	-1
COCCNC(=O)C1CC(c2ccc(F)cc2)=NO1 (stereo not given)
→ 0	-1	1	-4	-5	-4	2	2	-0.6	0
CC(C)Cc1nnc(NC(=O)c2ccc(-n3cncn3)c([N+](=O)[O-])c2)s1
→ 0	2	-1	1	1	4	-3	-1	-0.1	4
O=C(Cc1ccccc1)N/N=C/c1cccn1-c1ccc([N+](=O)[O-])cc1
→ 1	-3	-3	-3	-3	-1	1	-1	-0.6	1
O=C(NCCc1ccc(C(F)(F)F)cc1)C1COc2ccccc2O1 (stereo not given)
→ -2	5	8	4	2	-5	-2	-2	-1.8	-8
Cc1cc(C(=O)OCC(=O)N2CCC(c3ccccc3)=N2)ccc1[N+](=O)[O-]
→ 2	-2	-8	0	2	-6	-11	-4	0.6	2
CCOC(=O)C1C(c2ccccc2)C(C(=O)OCC)C1c1ccccc1 (stereo not given)
→ -3	1	-2	2	-3	7	-3	1	0.2	-2
Cc1ccc(COC(=O)c2ccc3c(c2)C(=O)N(CCCN2CCOCC2)C3=O)cc1
→ 7	-1	-3	2	3	3	-4	-2	-1.4	-2
C=CCn1c(C)cc(C(=O)COc2ccc(S(=O)(=O)N3CCCC3)cc2[N+](=O)[O-])c1C
→ -1	2	3	-7	2	-8	9	0	0.7	2
CC(OC(=O)c1ccc(NC(=O)CC#N)cc1)C(=O)Nc1ccc(Oc2ccccc2)cc1 (stereo not given)
→ -4	-4	4	-2	-38	-78	35*	3	-0.4	22
Cc1ccccc1Cn1cc(COC(=O)N(C)Cc2ccccc2)nn1
→ -1	1	1	6	-5	/	/	-2	/	1
CC1=CC(C)C2(CO)COC(c3cccnc3)C1C2C (stereo not given)
→ -2	-2	-7	-2	-1	2	3	2	0.6	-6
COc1ccc(CNC(=O)C(=O)NCC2OCCN2S(=O)(=O)c2ccc3c(c2)OCCO3)cc1 (stereo not given)
→ 3	-1	5	-4	4	-5	-9	0	-1.6	5
Cn1c(=O)c2[nH]c(SCC(=O)NCCc3ccc(F)cc3)nc2n(C)c1=O
→ -1	1	0	0	1	/	/	-2	/	2
Cc1cc2oc(=O)cc(CN3CCCCC3)c2cc1C(C)C
→ -2	1	2	2	-2	-24	-3	2	-1.0	3
CCOC(=O)C(=N/O)/C(C)=N/NC(=O)C(=O)Nc1ccc(Cl)cc1
→ 0	0	2	0	3	17	-2	-2	0.0	-5
O=C1CN(C(=O)CCCc2c[nH]c3ccccc23)c2ccccc2N1
→ 2	-1	3	-2	11	-6	5	-1	-0.8	4
CCN(C(=O)CCc1cn(CC)c2ccccc12)c1ccc(Oc2cccnc2)cc1
→ -7	4	1	2	0	/	-8	2	1.5	2
Cc1ccc[n+](CC(=O)Nc2cc(C(F)(F)F)ccc2Cl)c1
→ 1	0	0	0	4	5	2	-1	0.1	1
COc1ccc(-c2csc(N(CCCN3CCOCC3)C(=O)c3ccco3)n2)cc1
→ 1	0	1	3	4	-12	6	1	-2.0	-6
